KDM4C inh = inhibitors of GASC-1 (KDM4C) histone demethylase, primary screen, biochemical, single concentration HTS. actives 0.15% (n = 96,000). GST-KDM4C 2-372, H3K9me3 peptide, LANCE TR-FRET. Lysine-specific demethylase 4C (Homo sapiens), Q9H3R0. inhibition, % at 12.5 µM. AID 720574, 2013;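 active = mean replicate inhibition above about 25%, with at least 55% of replicates also reaching it, limit read from the data, passing the limit was not always enough; inconclusive = only one of those two conditions met; inactive = neither condition met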
Target sequence (Q9H3R0 2-372 limits assumed): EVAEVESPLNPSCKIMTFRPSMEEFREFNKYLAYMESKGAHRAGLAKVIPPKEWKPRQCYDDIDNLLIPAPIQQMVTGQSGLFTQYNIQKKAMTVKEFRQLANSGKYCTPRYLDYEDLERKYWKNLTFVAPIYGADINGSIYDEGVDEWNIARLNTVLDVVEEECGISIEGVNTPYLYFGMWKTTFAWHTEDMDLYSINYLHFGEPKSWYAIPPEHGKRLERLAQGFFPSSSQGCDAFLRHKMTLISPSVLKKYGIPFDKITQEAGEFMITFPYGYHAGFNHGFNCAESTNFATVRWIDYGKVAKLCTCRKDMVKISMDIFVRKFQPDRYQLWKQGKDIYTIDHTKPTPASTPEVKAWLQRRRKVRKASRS
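Assay system: GST-GASC-1 enzyme fragment 2-372 | Amount: 10 nM enzyme | Medium: HEPES buffer, pH 7.5, plus ascorbate | Reagent: H3K9me3 peptide substrate, Fe(II), 2-oxoglutarate | Doses: Single-point compound screen | Incubation: 30 min demethylation and 1 h detection at room temperature | Measured by: LANCE TR-FRET, excitation 340 nm, emissions 618 and 671 nm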
T cruzi growth = T. cruzi intracellular proliferation inhibitors, primary screen, cell-based, beta-gal Tulahuen parasites, NIH3T3 host, luminescence | T. cruzi beta-gal in NIH3T3, GalScreen luminescence, 90 h | inhibition, % at 8.34 µM | actives 5.9% (n = 77,000) | AID 624255, 2012;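 active = mean inhibition above about 93%, with at least 55% of replicates each passing it, limit read from the data, passing the limit was not always enough; inconclusive = only one of those two conditions holds; inactive = neither condition holds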
C diff growth = C. difficile growth inhibitors, primary screen, HTS | actives 0.25% (n = 86,000) | growth activity, negative = inhibition, % at 16 µg/mL (by protocol) | AID 1259249, 2017 | Clostridium difficile clinical isolate growth, OD600, 24 h; hits give low values;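 active = mean growth activity at or below -80% and every replicate also at or below -80%; inconclusive = mean at or below -80% but some replicate above -80%; inactive = mean growth activity above -80%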;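 also: 0% = DMSO wells and -100% = levofloxacin 16 µg/mL wells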
Pf Dd2 inh = P. falciparum Dd2 growth inhibitors, primary screen, SYBR Green fluorescence, single dose replicates | activity change, % at 10 µM | 72 h; hits give low values | actives 2.3% (n = 94,000); in the data active = activity change below about -80%; inconclusive = no clear call, values can overlap the other calls
* hit, by the source's call; u = inconclusive; x = no result given; & = joins results of further samples.

SMILES	KDM4C inh	T cruzi growth	C diff growth	Pf Dd2 inh
C[C@H]1CN([C@@H](C)CO)C(=O)Cc2cc(NS(=O)(=O)c3ccc(F)cc3)ccc2O[C@H]1CN(C)C(=O)Nc1cccc2ccccc12	0.5	9	-5	-33
COc1ccc(-c2ccc3n(c2=O)C[C@@H]2[C@@H](CO)[C@H](C(=O)N4CCOCC4)N[C@H]32)cc1	-4.5	35	2	x
COc1ccc(S(=O)(=O)Nc2ccc3c(c2)C(=O)N([C@@H](C)CO)C[C@@H](C)[C@H](CN(C)S(=O)(=O)c2ccc(F)cc2)O3)cc1	-1.4	44	-6	2
CN1c2ccc(-c3ccccc3)cc2[C@@H]2[C@@H](CCN2C(=O)CC2CC2)[C@H]1CO	0.7	68	-4	-35
CN(C)C(=O)c1cccc(-c2ccc(C3[C@H]4CNC[C@@H]3N4Cc3ccccc3C(F)(F)F)cc2)c1 (some centres not stated)	1.3	x	7	-32
C[C@@H]1CN([C@@H](C)CO)C(=O)c2cccc(NC(=O)C3CC3)c2O[C@H]1CN(C)CC1CC1	0.6	x	2	-35
CCOC(=O)N(C)C[C@@H]1OCc2cnnn2CCCC(=O)N([C@@H](C)CO)C[C@@H]1C	-1.3	9	x	-27
O=C(C[C@@H]1C[C@@H]2c3cc(NC(=O)Nc4ccc(C(F)(F)F)cc4)ccc3O[C@@H]2[C@@H](CO)O1)NCC1CC1	-4.0	x	5	-10
C[C@@H]1CN([C@H](C)CO)S(=O)(=O)c2ccc(-c3cccnc3)cc2O[C@H]1CN(C)C(=O)C1CCCCC1	-0.5	63	-1	-14
CCCC#Cc1ccc([C@@H]2[C@H](CO)N3CCCCN(Cc4cccnc4)C[C@@H]23)cc1	-0.9	103*	-4	-66
CO[C@H]1CN(C)C(=O)c2cc(NC(=O)C3CCCC3)ccc2OC[C@@H](C)N(C(C)=O)C[C@H]1C	-0.3	14	-23	7
COc1cccc(-c2ccc(C3[C@@H]4CN(S(=O)(=O)c5ccccc5C)C[C@H]3N4)cc2)c1 (some centres not stated)	-0.1&-0.8	x	66&-70	-22&-43
O=C(Cc1ccccc1)N[C@H]1CC[C@@H](CC(=O)N2CCCCC2)O[C@H]1CO	-1.1	46	-1	-2
C[C@H](CO)N1C[C@H](C)[C@@H](CN(C)C(=O)Nc2ccc(F)cc2)Oc2c(NC(=O)C3CCCCC3)cccc2C1=O	0.1	-10	-3	32
O=C(Nc1cccc(F)c1)N[C@H]1CC[C@H](CCNS(=O)(=O)c2cccc(Cl)c2)O[C@@H]1CO	-0.3	152*	x	-32
C[C@H](CO)N1C[C@H](C)[C@@H](CN(C)Cc2ccc(Cl)c(Cl)c2)Oc2c(NC(=O)Nc3ccc(C(F)(F)F)cc3)cccc2C1=O	-0.5	u	32	-18
COc1ccc(-c2ccc([C@H]3[C@@H](C#N)N(C(=O)C4CC4)[C@H]3CO)cc2)cc1	-1.8	105*	4	-44
C[C@@H]1CN([C@H](C)CO)C(=O)Cc2cc(NC(=O)Nc3ccc(F)cc3)ccc2O[C@@H]1CN(C)C(=O)Nc1ccc2c(c1)OCO2	0.7	3	-6	-8
Cc1ccc(S(=O)(=O)N(C)C[C@@H]2Oc3ccc(NC(=O)Nc4ccc(F)cc4)cc3CC(=O)N([C@@H](C)CO)C[C@@H]2C)cc1	-3.2	11	x	25
C[C@H](CO)N1C[C@H](C)[C@H](CN(C)Cc2ccc3c(c2)OCO3)Oc2c(NC(=O)Nc3ccccc3)cccc2C1=O	0.7	x	5	6
O=C(NCC[C@H]1CC[C@@H](NS(=O)(=O)c2cccc(F)c2)[C@H](CO)O1)Nc1cc(F)ccc1F	-0.1	-4	10	-4
COc1ccc(CN(C)C[C@H]2OCCCC[C@H](C)Oc3ccc(NC(=O)c4ccncc4)cc3C(=O)N([C@H](C)CO)C[C@@H]2C)cc1	0.6	11	-1	-21
CCCNC(=O)N1[C@H](CO)[C@@H](c2ccc(C3=CCCC3)cc2)[C@@H]1CN(C)C(C)=O	4.6	-17	-7	-4
CCCN(C)C[C@H]1Oc2cc(C#CC3(O)CCCC3)ccc2S(=O)(=O)N([C@@H](C)CO)C[C@H]1C	0.2	-20	0	-64
C[C@@H]1CN([C@H](C)CO)C(=O)c2cc(NC(=O)Nc3ccc(F)cc3)ccc2O[C@H]1CN(C)C	0.1	x	3	13
Next section.
SMILES	KDM4C inh	T cruzi growth	C diff growth	Pf Dd2 inh
C/C=C/c1ccc([C@@H]2[C@@H](CO)N(c3nc(CC)cs3)[C@H]2C#N)cc1	-0.5	81	29	-17
CN(C)CC(=O)Nc1ccc2c(c1)[C@H]1C[C@@H](CC(=O)NCc3ccc(Cl)cc3)O[C@@H](CO)[C@H]1O2	-1.0	84	2	-7
C[C@@H]1CN([C@H](C)CO)C(=O)CCCn2nncc2CO[C@H]1CN(C)C(=O)Nc1ccccc1C(F)(F)F	0.8	0	1	1
CCC(=O)N1CCC2(CC1)CN(Cc1ccc3c(c1)OCO3)[C@H](CO)c1c2c2ccc(OC)cc2n1C	0.9	x	2	-32
O=S(=O)(NC[C@H]1N[C@H](CO)[C@H]1c1ccccc1)c1ccccc1	1.2	40	2	-4
C[C@H]1CN([C@@H](C)CO)S(=O)(=O)c2ccc(C#CC3CC3)cc2O[C@@H]1CN(C)Cc1ccccc1F	18	112*	38	-26
C[C@@H]1CN([C@@H](C)CO)C(=O)c2cccc(NS(=O)(=O)c3ccc(F)cc3)c2O[C@@H]1CN(C)Cc1ccc(C(=O)Nc2ccccc2N)cc1	1.3	79	9	-90*
C[C@H]1CN([C@@H](C)CO)C(=O)Cc2cc(NS(=O)(=O)c3ccccc3)ccc2O[C@H]1CN(C)C(=O)Nc1ccccc1	1.1	-15	-5	9
C[C@@H]1CCCCO[C@@H](CN(C)C(=O)Nc2ccc(C(F)(F)F)cc2)[C@H](C)CN([C@@H](C)CO)C(=O)c2cc(NS(=O)(=O)c3ccc(Cl)cc3)ccc2O1	-0.5	88	4	-1
C[C@@H]1CN([C@@H](C)CO)C(=O)c2cccc(NS(=O)(=O)c3cccs3)c2O[C@H]1CN(C)Cc1ccc(C(=O)O)cc1	-0.3	-73	x	19
N#C[C@H]1[C@@H](c2ccc(C#CC3CCCC3)cc2)[C@@H](CO)N1S(=O)(=O)c1ccccc1	-1.5	91	2	-83*
C[C@H](CO)N1C[C@H](C)[C@@H](CN(C)CC2CC2)OCc2ccccc2-c2ccccc2C1=O	1.3	-37	2	-10
C[C@H]1CCCCO[C@H](CN(C)S(=O)(=O)c2cccs2)[C@@H](C)CN([C@@H](C)CO)C(=O)c2cc(NC(=O)Cc3ccccc3)ccc2O1	-0.8	-2	0	-79
Cc1noc(C)c1NC(=O)N(C)C[C@H]1Oc2ccc(NC(=O)C3CC3)cc2C(=O)N([C@H](C)CO)C[C@@H]1C	-0.3	9	-9	13
C[C@@H]1CN([C@H](C)CO)C(=O)Cc2cc(NS(=O)(=O)c3cccs3)ccc2O[C@H]1CN(C)Cc1ccc(C(=O)Nc2ccccc2N)cc1	0.6	x	-4	7
C[C@H](CO)N1C[C@H](C)[C@H](CN(C)C(=O)Nc2ccccc2)Oc2ncc(/C=C/c3ccccc3)cc2C1=O	x	97*	-2	-69
C[C@@H]1CN([C@@H](C)CO)C(=O)c2cc(Br)cnc2O[C@H]1CN(C)Cc1ccccc1C(=O)O	-0.3	x	10	19
C[C@@H]1CN([C@H](C)CO)C(=O)c2cc(NC(=O)Nc3ccc4c(c3)OCO4)ccc2O[C@@H]1CN(C)C(=O)Nc1ccccc1	0.3	36	-2	13
O=C(Nc1ccccc1Cl)N1[C@H](CO)[C@H]2c3ccccc3NC[C@H]21	-3.4	-24	0	21
CCNC(=O)Nc1ccc2c(c1)C(=O)N(C)[C@@H]1CC[C@@H](CC(=O)NCC3CCCCC3)O[C@@H]1CO2	2.5	19	1	9
C[C@H](CO)N1C[C@H](C)[C@H](CN(C)C(=O)C2CC2)Oc2ncc(-c3cccc(C#N)c3)cc2C1=O	-5.3	72	x	-17
C[C@@H]1CN([C@H](C)CO)C(=O)c2cc(C#CC(C)(C)O)cnc2O[C@@H]1CN(C)C(=O)CN(C)C	-0.5	28	0	46
CN(C)C(=O)C[C@H]1C[C@H]2c3cc(NC(=O)Nc4ccc(C(F)(F)F)cc4)ccc3O[C@H]2[C@H](CO)O1	-2.7	-39	3	-40
Cc1ccc(-c2ccc3c(c2)O[C@H](CN(C)Cc2ccccn2)[C@H](C)CN([C@H](C)CO)S3(=O)=O)cc1	4.7	75	-17	-26
C[C@H](CO)N1C[C@H](C)[C@H](CN(C)Cc2ccc(C(=O)O)cc2)Oc2ccc(NS(=O)(=O)c3ccc(F)cc3)cc2C1=O	2.5	10	-2	7
Other structures
SMILES	KDM4C inh	T cruzi growth	C diff growth	Pf Dd2 inh
CC(C)(C)[S@](=O)N1Cc2cc(C(=O)NCc3ccc4c(c3)OCO4)nc(-c3cccc(-c4ccncc4)c3)c2[C@@H]1CCO	0.6	89	x	-59
CO[C@H]1CN(C)C(=O)c2ccc(NS(=O)(=O)c3ccccc3C)cc2OC[C@@H](C)N(C)C[C@H]1C	-0.5	-52	x	13
CCCNC(=O)N1[C@H](CNC(=O)c2ccc(F)cc2)[C@H](c2ccccc2)[C@@H]1CO	1.7	77	-6	-2
O=C(Nc1cccc(Cl)c1)N[C@H]1CC[C@H](CCNC(=O)C2CCC2)O[C@@H]1CO	-1.7	x	0	7
CN1c2ccc(-c3cccc(F)c3)cc2[C@@H]2[C@@H](CCN2C(=O)Nc2ccccc2F)[C@@H]1CO	-6.9	8	23	-11
C[C@H](CO)N1C[C@H](C)[C@H](CN(C)S(C)(=O)=O)Oc2ccc(NC(=O)NC3CCCCC3)cc2CC1=O	0.6	x	-4	-17
C[C@H](CO)N1C[C@H](C)[C@H](CN(C)Cc2ccncc2)OCCCC[C@H](C)Oc2ccc(NC(=O)Nc3cccc4ccccc34)cc2C1=O	-0.1	89	26	37
CNC[C@H]1Oc2ccc(NC(=O)Nc3cccc4ccccc34)cc2C(=O)N([C@@H](C)CO)C[C@H]1C	-0.5	x	-1	7
COc1ccc(NC(=O)Nc2ccc3c(c2)OC[C@H](C)NC[C@H](C)[C@H](OC)CN(C)C3=O)cc1	2.1	-6	-2	x
C[C@@H]1CN([C@@H](C)CO)C(=O)Cc2cc(NC(=O)CCCN(C)C)ccc2O[C@H]1CN(C)Cc1ccc(-c2ccccc2)cc1	1.9	x	-4	-77
C[C@@H]1CN([C@H](C)CO)C(=O)c2cc(NS(=O)(=O)c3cn(C)cn3)ccc2O[C@@H](C)CCCCO[C@@H]1CN(C)S(=O)(=O)c1cccs1	-1.2	x	1	27
Cc1ccc(-c2ccc([C@H]3[C@@H](CO)N4C(=O)CN(C(=O)NC(C)C)C[C@@H]34)cc2)cc1	-1.2	x	7	-2
COc1ccc(-c2ccc3n(c2=O)C[C@@H]2[C@@H](CO)[C@H](C(=O)Nc4ccccc4)N(C)[C@H]32)cc1	25	x	0	-10
COc1ccc2c3c(n(C)c2c1)[C@H](CO)N(C(=O)CC1CC1)CC31CCN(C(=O)C2CC2)CC1	0.3	x	2	1
COc1ccc(NC(=O)Nc2ccc3c(c2)C(=O)N([C@@H](C)CO)C[C@H](C)[C@@H](CN(C)C(=O)Nc2c(C)noc2C)O3)cc1	0.9	-28	x	26
CCCNC(=O)N(C)C[C@H]1Oc2ncc(-c3cccc(C#N)c3)cc2C(=O)N([C@H](C)CO)C[C@H]1C	0.0	x	-3	4

Record cards, as listed above:
`CCC(=O)N1CCC2(CC1)CN(Cc1ccc3c(c1)OCO3)[C@H](CO)c1c2c2ccc(OC)cc2n1C` is listed as KDM4C inh = 0.9; T cruzi growth = x; C diff growth = 2; Pf Dd2 inh = -32
`C[C@@H]1CN([C@@H](C)CO)C(=O)c2cccc(NC(=O)C3CC3)c2O[C@H]1CN(C)CC1CC1` is listed as KDM4C inh = 0.6; T cruzi growth = x; C diff growth = 2; Pf Dd2 inh = -35

An excerpt from above in order of number of heavy atoms, smallest number first.
SMILES	KDM4C inh	T cruzi growth	C diff growth	Pf Dd2 inh
Cc1ccc(-c2ccc([C@H]3[C@@H](CO)N4C(=O)CN(C(=O)NC(C)C)C[C@@H]34)cc2)cc1	-1.2	x	7	-2
C[C@H](CO)N1C[C@H](C)[C@H](CN(C)S(C)(=O)=O)Oc2ccc(NC(=O)NC3CCCCC3)cc2CC1=O	0.6	x	-4	-17
C[C@@H]1CN([C@@H](C)CO)C(=O)Cc2cc(NC(=O)CCCN(C)C)ccc2O[C@H]1CN(C)Cc1ccc(-c2ccccc2)cc1	1.9	x	-4	-77

High-throughput results as filed in PubChem.
